TR-FRET SRC-2 ct: flags TR-FRET format artefacts in PPARgamma SRC-2 recruitment agonist screen | TR-FRET artefact counter-screen; active compounds read high | TR-FRET ratio at 8 µM | hit rate 0.4% among 200,000; in the data active means TR-FRET ratio above about 2000; further: inactives centre near 1500; reference of the scale not given here
ROMK primary: human ROMK K+ channel modulation, primary screen. P48048. Tet-inducible ROMK, thallium flux fluorescence; actives lie on both sides. B-score at 10 µM. hit rate 2% among 130,000. AID 1918;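 active means signal ratio slope over the read window, or its plate-corrected B-score, at least 3 SD from the plate mean, either direction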;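 further: B-score of the F/F0 ratio slope over 7 to 12 s after thallium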
Target sequence (P48048 whole entry, looked up): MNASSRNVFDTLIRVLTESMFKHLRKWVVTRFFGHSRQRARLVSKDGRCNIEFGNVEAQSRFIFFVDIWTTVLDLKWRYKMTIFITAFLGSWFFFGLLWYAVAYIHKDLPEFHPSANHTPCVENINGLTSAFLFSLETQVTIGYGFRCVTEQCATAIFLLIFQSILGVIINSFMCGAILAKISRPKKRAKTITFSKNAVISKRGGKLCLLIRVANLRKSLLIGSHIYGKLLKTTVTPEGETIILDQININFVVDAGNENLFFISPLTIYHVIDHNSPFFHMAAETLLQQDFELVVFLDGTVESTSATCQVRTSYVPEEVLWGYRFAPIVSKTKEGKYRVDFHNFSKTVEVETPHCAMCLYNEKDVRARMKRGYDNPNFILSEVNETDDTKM
S1P3 antagonist: antagonists of human S1P3 receptor | AID 485 | inhibition, % at 4.98 µM | CHO S1P3 NFAT-BLA reporter, FRET fluorescence, antagonist mode | Q99500 | hit rate 0.27% among 170,000;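 active means inhibition above the plate cutoff, the mean inhibition of test wells on that plate plus 3 SD, cut at about 28% in these data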;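 further: cells challenged with S1P at its EC80 of 0.8 µM; blue over green emission ratio from cleaved BLA substrate after 4 h stimulation; 0% = S1P-stimulated wells and 100% = unstimulated DMSO-only wells; some compounds past the cut are filed as inactive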
Redox H2O2 prof: compounds producing H2O2 with reducing agent – biochemical, NIH compound library profiling, artefact control for MLSCN library redox annotation, primary screen; activation, % at 10 µM; DTT-dependent redox cycling H2O2, phenol red/HRP absorbance; 100% = 100 µM peroxide control, 0% = buffer; AID 878; hit rate 0.03% among 200,000;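 active means activation of at least 50% relative to the plate's high and low controls in the primary single-dose screen; inactive means activation below 50%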;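 further: compound incubated with DTT at 0.8 mM final as the reducing agent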
bIAP act: increases bovine intestinal alkaline phosphatase activity; purified bovine IAP, CDP-star luminescence, 30 min; active compounds read high; fold of DMSO-control signal, blank-subtracted; activation factor at 20 µM; hit rate 0.17% among 200,000; AID 1016;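 active means activation factor of 2 or more at 20 µM, a signal rise over negative controls twice the positive control's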
bIAP inh: blocks bovine intestinal alkaline phosphatase activity; purified bovine IAP, CDP-star luminescence, 30 min; inhibition, % at 20 µM; 190,000 tested, under 10 active; AID 1019;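 active means over 50% inhibition of intestinal alkaline phosphatase at 20 µM in the single-dose screen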
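Incubation: 30 min reaction at room temperature / Material: purified bovine intestinal alkaline phosphatase (IAP) enzyme / Input: enzyme at 1/65,000,000 dilution / Dosing: 20 µM single dose / Signal: CDP-star luminescence signal / Reagent: CDP-star chemiluminescent phosphatase substrate, 30 µM final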
PPARg SRC-3 ag: agonists of human PPARgamma SRC-3 coactivator recruitment; P37231; biochemical PPARgamma/SRC-3 coactivator recruitment assay; activation, % at 8 µM; hit rate 0.26% among 200,000; AID 731; in the data active means activation above about 23%;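 further: 0% = DMSO and 100% = reference agonist; some compounds past the cut are filed as inactive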
Target sequence (P37231 whole entry, looked up): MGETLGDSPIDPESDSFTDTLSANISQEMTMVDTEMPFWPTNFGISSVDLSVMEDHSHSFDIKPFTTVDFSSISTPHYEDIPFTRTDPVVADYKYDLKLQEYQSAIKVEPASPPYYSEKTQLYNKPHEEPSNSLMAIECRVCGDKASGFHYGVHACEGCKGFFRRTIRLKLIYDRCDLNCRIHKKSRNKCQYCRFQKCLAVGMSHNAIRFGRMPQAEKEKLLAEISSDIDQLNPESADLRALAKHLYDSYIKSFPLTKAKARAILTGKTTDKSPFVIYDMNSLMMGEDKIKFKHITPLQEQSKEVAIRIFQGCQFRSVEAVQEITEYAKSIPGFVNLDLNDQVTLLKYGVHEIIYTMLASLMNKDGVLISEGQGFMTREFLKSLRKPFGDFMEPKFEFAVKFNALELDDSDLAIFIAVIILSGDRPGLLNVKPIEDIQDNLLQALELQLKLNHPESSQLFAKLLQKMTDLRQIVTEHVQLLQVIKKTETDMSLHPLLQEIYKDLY
L major viab: inhibitors of Leishmania major promastigote growth; Leishmania major promastigotes, resazurin fluorescence viability; hit rate 9% among 200,000; inhibition, % at 10 µM; in the data active means inhibition above about 50%;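 further: promastigotes grown with compound for 44 hours at 28 °C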
PPARg SRC2 recr: PPARgamma-driven SRC-2 recruitment agonism; AID 1032; PPARgamma LBD-SRC-2 recruitment, biochemical; activation, % at 8 µM; P37231; hit rate 0.34% among 200,000; in the data active means activation above about 22%;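 further: 0% = vehicle and 100% = reference agonist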
TLR4 MyD88 comp: blocks binding of human TLR4 to MyD88 | O00206+Q99836 | HeLa CL3-4 TLR4/MyD88 BLA complementation, FRET ratio | inhibition, % at 8.4 µM | hit rate 0.18% among 200,000; in the data active means inhibition above about 25%;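 further: 0% = vehicle and 100% = reference inhibitor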
PPARg SRC-1 ag: promotes SRC-1 coactivator recruitment by human PPARgamma. hit rate 0.41% among 200,000. PPARgamma-SRC-1 coactivator recruitment biochemical assay. activation, % at 8 µM; in the data active means activation above about 19%;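 further: 0% = DMSO and 100% = reference agonist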
* = called active by the depositor; / = no result given.

No.	SMILES	TR-FRET SRC-2 ct	ROMK primary	S1P3 antagonist	Redox H2O2 prof	bIAP act	bIAP inh	PPARg SRC-3 ag	L major viab	PPARg SRC2 recr	TLR4 MyD88 comp	PPARg SRC-1 ag
1	Cn1c(SCC(=O)c2cccs2)nnc1-c1ccco1	1479	0.13	-30	0.1	0.9	7	3	-1	-1	-1	2
2	Cc1nc2c(C#N)cnn2c2c1CCNN2C	1615	-0.2	-11	-0.2	1	-4	4	-5	-4	6	2
3	NC(=O)CSc1ccc(Br)cc1	1680	/	-11	0.7	1	1	12	-1	10	1	2
4	CN(C)CCOCCP(=O)(c1ccccc1)c1ccccc1	1620	/	-3	-0.6	1	2	-4	-11	4	6	-6
5	CC(=O)N1CCN=C1SCc1ccc(Cl)cc1	1590	/	1	-2.0	0.9	12	-2	-14	-3	2	0
6	Cn1c(=O)c2c(nc(NCCNC(=O)c3ccco3)n2Cc2ccccc2Cl)n(C)c1=O	1640	0.74	/	0.0	0.9	7	2	2	6	-8	-4
7	CCOc1cccc(/C=N/Nc2ccc(S(=O)(=O)N(CC)CC)cn2)c1O	1533	-0.014	3	0.1	1	4	-2	82*	6	3	-3
8	Cc1nn(-c2cc(C)c3ccccc3n2)c2c1C1C(C2)C1(C)C (stereo not drawn)	1534	0.38	/	0.4	0.9	13	12	10	12	-3	6
9	COc1ccc(OC)c(Nc2ccc(Nc3cc(OC)ccc3OC)nn2)c1	1388	-0.49	31*	0.6	0.8	17	0	35	2	1	0
10	CSc1nc(=O)n2cccc(C)c2n1	1618	/	/	0.9	1	4	9	-6	4	-13	6
11	C/C(=N/OC(=O)c1ccc(C)cc1)c1cccs1	1597	/	/	-7.6	0.9	11	11	-2	4	11	1
12	O=c1/c(=C/c2ccc([N+](=O)[O-])cc2)sc2n1CCCN=2	1542	/	/	-7.5	0.9	10	17	-3	-2	-9	5
13	CC(C)N1CCc2c(sc(NC(=O)c3nc4ccccc4s3)c2C(N)=O)C1	1695	-0.11	-2	8.1	0.8	18	6	24	-2	3	10
14	Cc1ccc(/C=N/NC(=O)CNC(=O)Cc2ccccc2)o1	1719	0.25	-14	0.6	0.9	10	-1	6	2	-2	5
15	COc1cc(C(=O)N/N=C(\C)Cn2nc([N+](=O)[O-])cc2C)ccc1O	1790	/	5	0.2	1	-5	1	-2	13	12	-1
16	Cc1cccc2sc(NS(C)(=O)=O)nc12	1381	-0.47	-5	-0.5	1.1	-7	3	-4	0	7	0
17	O=C(NCc1cccnc1)NC1(c2ccccc2)CC1	1870	/	77*	-2.7	1	0	11	0	3	-4	1
18	COC(=O)c1cccc(NC(=O)c2onc3c2CCCC3)c1	1558	/	5	0.2	0.9	6	3	-2	3	-10	2
19	COC(=O)Nc1cc(C)nc2ccccc12	1703	/	5	-0.8	1	-4	4	55*	2	6	8
20	CN(C)S(=O)(=O)N(CC(=O)Nc1cccc(F)c1)c1ccccc1	1358	/	/	1.4	0.8	17	4	38	0	-4	13
21	O=C(NCC(c1cccs1)N1CCOCC1)c1cc(-c2ccc(F)cc2)nc2ccccc12 (stereo not drawn)	1610	-3.3	-9	0.0	1.3	-27	1	2	-3	-9	-2
22	Cc1[nH]n(-c2ccc(C(=O)O)cc2)c(=O)c1CCO	1555	3.8*	-6	1.7	1	-4	6	-6	8	-12	8
23	COc1ccc2c(c1)c(=O)oc1c(C)c3occ(C)c3cc12	1516	0.017	-27	-2.1	/	/	-18	4	-1	-8	-3
24	COc1ccc(CCNC(=O)c2ccccc2SC)cc1	1601	-1.5	8	-0.2	1	-5	0	6	-5	-11	-2
25	CC(C)(C)n1nnnc1C(c1cc2cc3c(cc2[nH]c1=O)OCCO3)N1CCSCC1 (stereo not drawn)	1531	/	13	-5.3	1.1	-6	6	-1	1	2	11
26	C=CCSc1nnc(-c2ccc([N+](=O)[O-])cc2)o1	1674	-0.047	1	3.8	0.9	6	9	-1	2	10	11
27	N#Cc1cc(S(=O)(=O)c2ccc(Cl)cc2)c(N)[nH]c1=O	1425	0.4	-8	-0.1	1	4	0	-5	2	-1	1
28	C/C(=N\NC(=O)c1ccc(CSc2nncn2C)cc1)c1cccs1	1549	0.78	-8	-2.3	1.1	-9	-1	12	-4	-5	-1
29	COC(=O)c1ccc(NC(C(=O)OC)C(C)C)c([N+](=O)[O-])c1 (stereo not drawn)	1456	-0.75	1	0.0	0.5	48	0	48	-1	-7	-2
30	Clc1ccc(-c2nnc(-c3ccc(Br)cc3)c(N3CCSCC3)n2)cc1	1593	/	/	-2.9	0.9	13	0	27	9	1	15
31	O=S1(=O)CCN2C(c3ccco3)=CSC2=N1	1578	0.29	/	-0.7	1	0	-12	-1	-7	-10	5
32	COc1ccc(CCNC(=O)CC2SC(=NCCc3ccccc3)NC2=O)cc1 (stereo not drawn)	1611	/	-13	-0.3	0.9	7	0	-1	9	-6	7
33	Cc1oc(-c2cccc(Cl)c2)nc1CN1CCCC(C(=O)NC(C)c2ccc3c(c2)OCCO3)C1 (stereo not drawn)	1533	/	0	-2.0	1.5	-50	4	30	9	2	-1
34	O=C(C1CCN(c2nnc(-n3cccc3)s2)CC1)N1CCN(Cc2ccc3c(c2)OCO3)CC1	1502	/	-4	-0.7	1.1	-8	1	-7	1	9	6
35	CCOC(=O)c1cnc2c([N+](=O)[O-])cnn2c1C	1517	0.98	-1	-1.2	1.1	-14	2	-4	0	-4	-7
36	COc1ccc(C(=O)C2CCCN(Cc3cccn3-c3ccc(Cl)cn3)C2)c(OC)c1 (stereo not drawn)	1470	-1.9	-3	-0.4	1.2	-17	6	95*	8	13	0
37	CCC1CCc2c(sc3nc(SCC(=O)NCc4ccco4)n(-c4ccccc4)c(=O)c23)C1 (stereo not drawn)	1542	-0.2	/	1.4	1	-1	1	5	14	11	-3
38	Cc1occc1C(=O)n1cnc2ccccc21	1559	/	18	0.4	0.9	9	-2	-4	6	1	-5
39	CCOc1cccc(/C=N/NS(=O)(=O)c2ccc(C)c([N+](=O)[O-])c2)c1O	1640	0.11	11	-2.7	1	-3	2	-12	-3	-21	9
40	CC1(c2ccccc2)NC(=O)N(CC(=O)Nc2ccc([N+](=O)[O-])cc2)C1=O (stereo not drawn)	1516	0.051	4	-0.5	1	4	-2	1	-10	-7	-2
41	CN(CC(=O)O)Cc1nc2ccccc2[nH]1	1616	-0.7	/	0.1	1.5	-52	5	-7	6	-6	7
42	CCCCn1c(CCC(=O)O)ccc1-c1cccs1	1544	/	-22	-0.4	1	2	-8	-5	-1	8	-3
43	O=C(C1CC1)N1CCc2cc(Br)cc(S(=O)(=O)NC3CCCCC3)c21	1471	/	/	0.5	0.9	6	-3	3	3	-7	3
44	CN1CCC2(CC1)N=C(c1ccc(F)cc1)C(=S)N2C(=O)c1ccccc1	1344	/	-29	0.9	1.1	-6	-11	3	0	0	3
45	COC(=O)Nc1c(-c2ccccc2)nc2ccc(C)cn12	1706	/	14	-0.6	1	5	-1	0	6	3	-2
46	Cc1cccc(-n2ccnc2SCC(=O)Nc2nnc(C)s2)c1	1512	/	-22	-1.2	0.9	9	-8	-9	-12	-8	4
47	O=C(CCNS(=O)(=O)c1ccc(Br)s1)N1CCN(c2ccccc2)CC1	1602	0.032	12	-6.3	1.1	-6	10	1	12	-8	8
48	C=CCN1CC(c2nc3ccccc3n2Cc2cccc3ccccc23)CC1=O (stereo not drawn)	1570	/	/	-0.2	1.2	-16	9	87*	-2	9	12
49	C=CCn1c(SCC(=O)Nc2c(C)n(C)n(-c3ccccc3)c2=O)nc2sc(C)c(C)c2c1=O	1652	-0.13	/	0.1	1.1	-8	-4	-17	9	1	3
50	CCCCN1C(=O)C2C(C(=O)Nc3cccc(OC)c3)C3C=CC2(O3)C1C(=O)NC1CCCCC1C (stereo not drawn)	1610	-1.5	-1	-0.5	0.9	7	-4	-4	10	11	3
51	CCOCCCNCc1ccc(OC)c(OC)c1	2500*	/	-12	-0.1	1	4	-4	80*	34*	-6	5
52	O=C(CN1CCN(C(=O)c2ccco2)CC1)Nc1c2c(nc3c1CCC3)CCCC2	1738	/	6	-0.6	1.1	-9	4	0	5	-1	6
53	O=C(Nc1cccc(S(=O)(=O)NC2=NCCCCC2)c1)c1cc(-c2ccncc2)nc2ccccc12	1595	-0.32	-11	-0.8	0.9	6	2	-2	6	-4	3
54	Cc1ccc(C)c(OCc2nc3ccc(S(=O)(=O)Nc4c(C)n(C)n(-c5ccccc5)c4=O)cc3[nH]2)c1	1759	-0.42	-3	-1.4	0.8	20	3	-13	4	-12	7
55	COc1ccc(CCNC(=O)CCCn2nc(C)c([N+](=O)[O-])c2C)cc1OC	1334	-0.13	-8	-1.4	1	0	1	1	-1	5	2
56	CN(CCc1ccccn1)C(=O)c1nn2c(C(F)(F)F)cc(-c3ccco3)nc2c1Cl	1592	0.35	-13	2.0	1	-5	-7	-3	-1	-11	2

Bioassay records from PubChem BioAssay.
